GalR3 antagonist: human GalR3 antagonism | O60755 | 0.44% of 360,000 active | HEK293 GalR3-CNG cAMP membrane potential fluorescence; galR3 body fused to GalR1 C-terminus | inhibition, % at 3 µM;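 active = inhibition above the screen-wide average plus 3 SD, cut at about 13% in these data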;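 also: forskolin and galanin both at EC90 stimulate the cells; cAMP rise reported by CNG channel membrane potential dye signal; 0% = forskolin plus galanin with DMSO and 100% = forskolin alone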
Target sequence (O60755 1-299 limits assumed): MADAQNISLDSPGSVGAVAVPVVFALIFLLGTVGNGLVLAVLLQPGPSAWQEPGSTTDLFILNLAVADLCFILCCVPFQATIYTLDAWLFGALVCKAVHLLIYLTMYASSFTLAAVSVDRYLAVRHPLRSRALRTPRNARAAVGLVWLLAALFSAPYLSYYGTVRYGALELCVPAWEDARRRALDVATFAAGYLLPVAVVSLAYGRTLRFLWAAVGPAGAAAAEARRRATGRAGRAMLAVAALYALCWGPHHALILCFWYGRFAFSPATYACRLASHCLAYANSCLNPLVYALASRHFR
V1R ag counter: activates human V1a receptor in oxytocin agonist counter-screen. P37288. 0.25% of 320,000 active. AID 2797. activation, % at 3 µM. CHO-V1R cells, Fluo-8 calcium fluorescence, agonist mode; 0% DMSO, 100% 3 nM vasopressin;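 active = activation above the mean activation of all tested compounds plus 3 SD, per screening run, cut at about 20% in these data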;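 also: signal is peak over basal fluorescence ratio across a 100 second FLIPR read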
Target sequence (P37288 whole entry, looked up): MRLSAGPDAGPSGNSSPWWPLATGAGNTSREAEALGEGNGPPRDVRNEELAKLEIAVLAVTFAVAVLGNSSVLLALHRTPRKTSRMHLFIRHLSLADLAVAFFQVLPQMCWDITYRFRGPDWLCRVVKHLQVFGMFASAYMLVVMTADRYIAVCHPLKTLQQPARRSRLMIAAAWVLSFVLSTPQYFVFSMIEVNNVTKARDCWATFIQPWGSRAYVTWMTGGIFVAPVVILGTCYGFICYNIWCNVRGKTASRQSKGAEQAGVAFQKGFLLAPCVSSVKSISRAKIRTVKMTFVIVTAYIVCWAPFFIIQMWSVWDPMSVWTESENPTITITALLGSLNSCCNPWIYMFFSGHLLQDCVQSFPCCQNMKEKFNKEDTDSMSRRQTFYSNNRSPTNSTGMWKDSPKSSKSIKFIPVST
GPR7 antag: blocks human GPR7 receptor signaling; P48145; 1.1% of 290,000 active; GPR7-expressing cells, fluorescence antagonist assay; inhibition, % at 4.4 µM; in the data active = inhibition above about 16%, passing the limit was not always enough;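 also: cells stimulated with the agonist NPW; 0% = agonist with vehicle and 100% = vehicle without agonist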
M18AAP inhibitor: blocks P. falciparum M18 aspartyl aminopeptidase; recombinant PfM18AAP, H-Glu-NHMec fluorogenic cleavage; inhibition, % at 7.35 µM; 1.2% of 290,000 active;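 active = inhibition above the campaign mean inhibition over all tested compounds plus 3 SD, cut at about 28% in these data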;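 also: 0% = plate median of test compound wells and 100% = 2 mM ZnCl2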
OXTR potentiate: potentiates the human oxytocin receptor response; P30559; CHO-OTR cells, Fluo-8 calcium fluorescence, potentiator mode; 0% = oxytocin EC15, 100% = EC100; activation, % at 3 µM; 0.061% of 320,000 active; AID 2445;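 active = activation above that plate's cutoff, the mean activation of tested compounds plus 3 SD, cut at about 6.6% in these data, passing the limit was not always enough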;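 also: 100% uses oxytocin at 75 nM as the full agonist control; some results filed as inactive read as strong as hits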
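Measured by – Fluo-8 calcium dye fluorescence · Test system – human OTR in CHO cells · Dosing – one concentration, 3.0 µM compound · Controls – EC15 oxytocin alone as 0%, 75 nM oxytocin as 100% · Evaluation – normalized max/min fluorescence ratio, % activation · Timing – 6 min pre-incubation, 100 s read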
MEKK2mut PB1 HTS: signal of MEK5 binding to mutant human MEKK2 PB1 domain; bead flow cytometry, Alexa488-MEK5 binding to MEKK2 mutant; percent response, % at 10 µM; 0.35% of 290,000 active; AID 1530; in the data active = percent response above about 24%, passing the limit was not always enough; also: inactives centre near 1; some results filed as inactive read as strong as hits
OXTR ag: human OXTR agonism; P30559; CHO-OTR cells, Fluo-8 calcium fluorescence; normalized: DMSO 0%, oxytocin 100%; activation, % at 3 µM; 0.32% of 320,000 active; AID 2435;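 active = activation above the mean of all tested compounds plus 3 SD, cutoff set per screening run, cut at about 20% in these data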;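 also: peak over basal fluorescence ratio from a 100 s FLIPR kinetic read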
MEKK2wt PB1 HTS: raises or lowers MEK5 binding to wildtype human MEKK2 PB1 domain; binding response (% of control), % at 10 µM; Q9Y2U5; bead flow cytometry, Alexa488-MEK5 binding to MEKK2 WT; actives lie on both sides; AID 1531; 1.1% of 290,000 active; in the data active = binding response below about 67% or above about 130%
NALP1 inh: blocks the NALP1 inflammasome reconstituted in yeast | S. cerevisiae NALP1/ASC/caspase-1 growth, X-gal OD620, 72 h | inhibition, % at 10 µM | 0.61% of 280,000 active | AID 2071; in the data active = inhibition mostly above about 24%, no sharp cut-off; inactive = mostly below about 32%; also: some compounds called inactive have numbers as strong as hits
An asterisk follows results filed as active; / = not tested or not shown; & = joins results of further samples.

SMILES	GalR3 antagonist	V1R ag counter	GPR7 antag	M18AAP inhibitor	OXTR potentiate	MEKK2mut PB1 HTS	OXTR ag	MEKK2wt PB1 HTS	NALP1 inh
Cc1ccc2nc(-c3ccccc3)c(-c3ccccc3)nc2c1	-7	-1.3	-12	-9	-3	-4	-2.1	100	5
Cc1cccc2c3c([nH]c12)CCNC3	-7	2.4	5	2	-16	3	0.2	109	15
CCOC(=O)N1CCC(NC(=O)c2cc(C(=O)NC3CCCC3)ccc2CO)CC1	/	0.5	3	-6	-5	0	-0.9	103	29
COc1ccc2[nH]c3ccc(OC)cc3c2c1	3	-1.3	9	2	-16	7	-2.5	113	-1
CCOc1cc(C2C(C(=O)N3CCCCC3)=C(C)NC3=C2C(=O)CC(C)(C)C3)ccc1O (stereo not drawn)	-3	0.5	3	14	-7	-6	-0.5	95	3
N#Cc1ccc(CSc2nnc3ccccn23)cc1	-4	-0.1	-20	3	-13	-10	0.5	100	4
O=C(Nc1ccncc1)c1c(F)cccc1F	/	0.6	-8	1	-4	1	0.4	95	38
c1ccc(C2CCCN(Cc3nc(CC4CC4)no3)CC2)cc1 (stereo not drawn)	-5	-0.3	-8	-3	-6	10	-0.6	122	-5
CCC1(C(=O)OC)NC(c2ccco2)C2C(=O)N(c3ccc(C)cc3)C(=O)C21 (stereo not drawn)	-4	-0.8	-12	-28	-5	6	-0.4	114	17
CCc1nn(CCCC(=O)NC(C)c2ccccc2)c(=O)c2cc3occc3n12 (stereo not drawn)	7	-0.6	-6	1	-6	0	-1.0	98	6
COc1ccc(C2C(C(=O)NCc3cccnc3)c3cc(OC)c(OC)cc3C(=O)N2C)cc1 (stereo not drawn)	1	0.9	-3	3	-15	0	1.1	99	9
O=[N+]([O-])c1cc(Br)cc(/C=N/n2cnnc2)c1O	11	3.0	-7	14	-7	-2	4.1	97	-32
CC(=O)Nc1ccc(Oc2ccc([N+](=O)[O-])cc2Cl)cc1	-2	5.9	9	2	-16	-4	6.0	97	16
Cc1ccc(Cn2c(CN3CC(C)OC(C)C3)nc3c2c(=O)[nH]c(=O)n3C)cc1 (stereo not drawn)	-8	0.4	-5	-10	-3	2	-0.2	103	-4
O=C(C1CCC(Cn2c(=S)[nH]c3ccccc3c2=O)CC1)N1CCOCC1 (stereo not drawn)	-5	0.6	-11	8	-1	-2	1.6	100	-4
O=c1cc(-c2ccc(O)cc2)oc2ccc(O)cc12	4	1.6	-3	7	-4	-4	1.5	103	11
N#Cc1cc([N+](=O)[O-])ccc1NC(=O)CSc1n[nH]c(=O)[nH]c1=O	2	0.0	/	/	-8	/	0.6	/	/
Nc1cc(=O)[nH]c(SCC(=O)Nc2ccc([N+](=O)[O-])cc2)n1	-7	0.6	-7	0	0	5	1.4	105	1
Cc1nc(N2CCN(S(=O)(=O)c3ccc(F)cc3)CC2)c2c(-c3cccs3)csc2n1	0	-0.5	5	-14	-6	-3	-1.6	90	11
COC(=O)C/C(N)=C(\C#N)C(=O)OC	-1	0.2	5	-7	-1	-2	-0.6	103	-1
CCCn1ncc(CN2CCN(Cc3ccsc3)C(CCO)C2)c1C (stereo not drawn)	1	0.6	-11	-2	-16	4	-0.3	103	-11
CCC(C)n1c(OC)nc2c1c(=O)n(C)c(=O)n2C (stereo not drawn)	-4	0.9	-7	-7	-14	-4	-0.7	100	-4
O=C(NCc1ccco1)C(=O)c1cn(CC(=O)N2CCCC2)c2ccccc12	-1	0.1	10	3	-11	-9	0.3	91	14
COc1cc2c(cc1NC(=O)C(C)Sc1cccc[n+]1[O-])oc1ccccc12 (stereo not drawn)	-5	0.0	-3	4	-8	3	0.8	100	23
COc1cc(OC)cc(C(=O)N2c3ccc(F)cc3CCC2C)c1 (stereo not drawn)	-6	-1.4	8	1	-7	1	-1.9	103	44
O=C(CSc1nnc(-c2ccccc2)n1-c1ccc(Cl)cc1)NC1CCS(=O)(=O)C1 (stereo not drawn)	-3	0.0	-5	1	2	13	0.0	100	28
CCOc1ccc(C(=O)NCc2ccccc2OC)cc1	-6	-0.8	-4	1	-2	5	-1.6	105	14
CCOC(=O)C1CCN(C(=O)COc2ccc([N+](=O)[O-])cc2)CC1	-2	1.6	23	-2	-9	-3	0.3	95	-34
CCc1nnc(NC(=O)CSc2nnc(CNc3ccc(F)cc3)n2C2CCCCC2)s1	-6	-0.3	8	-15	4	4	-1.0	105	32*
CC1CCCCN1C(=O)CCNS(=O)(=O)c1ccc2c(c1)c(=O)n(C)c(=O)n2C (stereo not drawn)	-8	-0.3	-27	1	-2	1	0.8	102	18
CCc1ccnc(NC(=O)NS(=O)(=O)c2ccc(C)cc2)c1	-4	-0.1	4	-1	-6	-4	-0.6	101	/
CC(=O)c1cccc(NC(=O)N2CCCC2C(=O)Nc2ccc3c(c2)OCCO3)c1 (stereo not drawn)	-6	-1.2	-10	-1	-12	3	-0.6	99	-14
Cc1nc2c(-c3ccccc3)c(C)nn2c(N)c1-c1ccccc1	-4	-1.1	-6	5	-29	4	-1.5	106	-40
Cc1c(C(=O)N(C)Cc2nc3ccccc3c(=O)[nH]2)oc2ccccc12	-7	1.8	/	/	-1	/	1.4	/	/
COc1ccc(NC2=CC(=S)NC(C)(C)C2)cc1	-2	0.6	4	21	1	1	0.8	92	-2
CC1=C(C(=O)OCc2ccccc2)C(c2ccccn2)c2c(n(C)c(=O)n(C)c2=O)N1 (stereo not drawn)	-6&-3	-0.4	-7	-9	-2	5	-1.4	101	14
Cc1csc(CNC(=O)C2CCC(=O)N(CCCc3ccccc3)C2)n1 (stereo not drawn)	-7	-0.2	3	0	2	1	0.9	102	1
O=C(O)Cc1sc(Nc2ccccc2)nc1-c1ccc(Cl)cc1	0	0.6	-2	19	-11	0	1.2	106	-2
CCCCNC(=S)N(C)/N=C/c1ccc(OCc2ccc(C(=O)OC)cc2)c(OC)c1	-8	0.8	-9	-4	-4	-1	-0.9	104	/
N#CC(c1ccc(Cl)nn1)c1ccccc1Cl (stereo not drawn)	-1	-0.9	-4	-5	-24	6	-0.4	105	-7
CCCCn1c(N)c(N(CCC(C)C)C(=O)CSc2nnc(Nc3ccccc3)s2)c(=O)[nH]c1=O	0	-0.1	-14	3	-14	-1	-0.5	101	8
Cc1cc(C)c[n+](-c2[nH]c(=O)sc2/C=N/NC([S-])=Nc2ccccc2)c1	0	2.4	-13	27	-9	1	2.0	109	14
CSc1ccccc1C(=O)C1CCCN(C(=O)c2cc(C(C)C)no2)C1 (stereo not drawn)	-5	5.1	-16	3	-7	-16	3.5	84	20
COc1ccccc1-c1noc2ncnc(Nc3cccc(C)c3C)c12	-2	-1.4	7	-2	-4	-5	-1.9	103	15
Cc1[nH]c2ccccc2c(=O)c1CN1CCCCC1	2	0.2	3	1	1	-1	1.9	100	-1
CCOC(=O)c1c(NC(=O)C(C)OC(=O)c2ccc(NC(=O)CC#N)cc2)sc2c1CCCC2 (stereo not drawn)	3	0.4	/	/	-5	/	0.3	/	/
Cc1cccc(-c2nc(C#N)c(N3CCCCCC3)o2)c1	-6	-1.4	-8	4	-8	2	-1.7	97	17
COc1ccc(-n2c3c(c(=O)[nH]c2=O)C(NS(=O)(=O)c2ccc(Cl)cc2)(C(F)(F)F)C(=O)N3)cc1 (stereo not drawn)	-2	0.7	-3	5	3	4	0.6	102	/
O=C1COc2ccc(C(=O)COC(=O)C3CC(O)CN3S(=O)(=O)c3ccc(Cl)cc3)cc2N1 (stereo not drawn)	-3	-0.5	3	-4	-12	-1	-1.0	94	6
O=C(Nc1cc(S(=O)(=O)Nc2ccc(Cl)cc2)ccc1O)c1ccc(S(=O)(=O)N2CCCCCC2)cc1	-4	-0.2	2	18	-4	0	0.6	99	-19
CSc1cc(C)nc(NC(C)=O)n1	2	0.6	10	-1	-3	-2	-0.3	95	25

Pulled one by one from the entries so far, seven records:
SMILES	GalR3 antagonist	V1R ag counter	GPR7 antag	M18AAP inhibitor	OXTR potentiate	MEKK2mut PB1 HTS	OXTR ag	MEKK2wt PB1 HTS	NALP1 inh
Cc1[nH]c2ccccc2c(=O)c1CN1CCCCC1	2	0.2	3	1	1	-1	1.9	100	-1
CCCCn1c(N)c(N(CCC(C)C)C(=O)CSc2nnc(Nc3ccccc3)s2)c(=O)[nH]c1=O	0	-0.1	-14	3	-14	-1	-0.5	101	8
CSc1cc(C)nc(NC(C)=O)n1	2	0.6	10	-1	-3	-2	-0.3	95	25
Cc1cccc(-c2nc(C#N)c(N3CCCCCC3)o2)c1	-6	-1.4	-8	4	-8	2	-1.7	97	17
COc1ccccc1-c1noc2ncnc(Nc3cccc(C)c3C)c12	-2	-1.4	7	-2	-4	-5	-1.9	103	15
O=C1COc2ccc(C(=O)COC(=O)C3CC(O)CN3S(=O)(=O)c3ccc(Cl)cc3)cc2N1 (stereo not drawn)	-3	-0.5	3	-4	-12	-1	-1.0	94	6
O=C(Nc1cc(S(=O)(=O)Nc2ccc(Cl)cc2)ccc1O)c1ccc(S(=O)(=O)N2CCCCCC2)cc1	-4	-0.2	2	18	-4	0	0.6	99	-19

Some of these compounds in order of length of the SMILES, falling:
SMILES	GalR3 antagonist	V1R ag counter	GPR7 antag	M18AAP inhibitor	OXTR potentiate	MEKK2mut PB1 HTS	OXTR ag	MEKK2wt PB1 HTS	NALP1 inh
O=C(Nc1cc(S(=O)(=O)Nc2ccc(Cl)cc2)ccc1O)c1ccc(S(=O)(=O)N2CCCCCC2)cc1	-4	-0.2	2	18	-4	0	0.6	99	-19
O=C(CSc1nnc(-c2ccccc2)n1-c1ccc(Cl)cc1)NC1CCS(=O)(=O)C1 (stereo not drawn)	-3	0.0	-5	1	2	13	0.0	100	28
N#Cc1cc([N+](=O)[O-])ccc1NC(=O)CSc1n[nH]c(=O)[nH]c1=O	2	0.0	/	/	-8	/	0.6	/	/
CCOC(=O)C1CCN(C(=O)COc2ccc([N+](=O)[O-])cc2)CC1	-2	1.6	23	-2	-9	-3	0.3	95	-34
CCCn1ncc(CN2CCN(Cc3ccsc3)C(CCO)C2)c1C (stereo not drawn)	1	0.6	-11	-2	-16	4	-0.3	103	-11
